Screens deposited in PubChem by Broad Institute.
BioA inh – inhibitors of Mycobacterium tuberculosis BioA enzyme. purified M. tuberculosis BioA enzyme, plate reader. 0.096% of 360,000 active. inhibition, % at 9.99 µM. AID 602481; in the data active means inhibition above about 40%
Starred values were filed as active, the others as inactive. An excerpt, so the mix of outcomes need not match the whole.

CC(C)NC(=O)Nc1ccc2c(c1)C(=O)N([C@@H](C)CO)C[C@@H](C)[C@H](CN(C)C(=O)Nc1ccc(C(F)(F)F)cc1)OCCCC[C@@H](C)O2
  BioA inh = -2.0
C/C=C/c1ccc2c(c1)O[C@H](CN(C)C(=O)CN1CCOCC1)[C@@H](C)CN([C@@H](C)CO)S2(=O)=O
  BioA inh = 1.5
C[C@@H]1CCCCO[C@@H](CN(C)Cc2ccc(Cl)c(Cl)c2)[C@H](C)CN([C@H](C)CO)C(=O)c2cc(NS(=O)(=O)c3ccccc3)ccc2O1
  BioA inh = -1.8
N#C[C@@H]1[C@H](c2ccc(-c3ccccc3F)cc2)[C@H](CO)N1C(=O)Cc1ccccc1
  BioA inh = -2.9
C[C@@H]1CCCCO[C@H](CN(C)Cc2ccc3c(c2)OCO3)[C@@H](C)CN([C@@H](C)CO)C(=O)c2cc(NS(=O)(=O)c3cn(C)cn3)ccc2O1
  BioA inh = 11
Cc1ccc(S(=O)(=O)N[C@@H]2C=C[C@@H](CC(=O)O)O[C@@H]2CO)cc1
  BioA inh = 3.0
CC(C)(O)C#Cc1ccc([C@H]2[C@H](CO)N3CCCCN(C(=O)c4cccc(F)c4)C[C@@H]23)cc1
  BioA inh = 0.3
COCC(=O)N(C)C[C@H]1Oc2ncc(-c3ccc(C)cc3)cc2C(=O)N([C@H](C)CO)C[C@H]1C
  BioA inh = -0.4
CCN1[C@@H]2c3ccc(-c4cccnc4)c(=O)n3C[C@@H]2[C@@H](CO)[C@@H]1C(=O)NCc1ccccc1
  BioA inh = 6.6
C[C@@H]1CCCCO[C@H](CN(C)Cc2ccc(C(=O)O)cc2)[C@H](C)CN([C@H](C)CO)C(=O)c2cc(NC(=O)CCC(F)(F)F)ccc2O1
  BioA inh = -1.4

Cc1ccc(S(=O)(=O)Nc2cccc3c2O[C@@H](CN(C)Cc2ccc(C(F)(F)F)cc2)[C@H](C)CN([C@@H](C)CO)C3=O)cc1
  BioA inh = 0.2
COCC(=O)N1[C@H](CO)[C@H](c2ccc(C#Cc3ccccc3F)cc2)[C@@H]1C#N
  BioA inh = -0.6
C[C@@H]1CCCCO[C@H](CN(C)CC2CC2)[C@H](C)CN([C@H](C)CO)C(=O)c2cc(NC(=O)c3ccncc3)ccc2O1
  BioA inh = -1.6
O=C(C[C@H]1CC[C@@H](NC(=O)c2ccccc2)[C@@H](CO)O1)NCCc1ccncc1
  BioA inh = 2.0
C[C@@H]1CN([C@H](C)CO)C(=O)c2cc(NC(=O)Nc3ccc(C(F)(F)F)cc3)ccc2O[C@H]1CN(C)C(=O)Nc1ccc(C(F)(F)F)cc1
  BioA inh = -3.8
O=C(C[C@@H]1CC[C@H](NC(=O)NC2CCCC2)[C@H](CO)O1)NCc1ccc(F)cc1
  BioA inh = -0.8
CNC[C@@H]1Oc2ccc(NC(=O)NC3CCCCC3)cc2C(=O)N([C@@H](C)CO)C[C@@H]1C
  BioA inh = 2.3
COC(=O)[C@@H]1[C@@H](CO)[C@@H]2Cn3c(ccc(-c4ccccc4F)c3=O)[C@@H]2N1Cc1cccnc1
  BioA inh = 17
CC(C)NC(=O)N(C)C[C@@H]1Oc2cc(C#Cc3ccc(F)cc3)ccc2S(=O)(=O)N([C@H](C)CO)C[C@@H]1C
  BioA inh = 0.3
CCC(=O)NC[C@@H]1[C@@H](c2ccccc2)[C@@H](CO)N1C(=O)C1CCC1
  BioA inh = -1.7

CCCNC(=O)C[C@H]1CC[C@H]2[C@@H](COc3ccc(NC(=O)c4ccno4)cc3C(=O)N2C)O1
  BioA inh = 19
C[C@@H]1CN([C@H](C)CO)C(=O)c2cccc(NC(=O)Nc3ccc(F)cc3)c2O[C@@H]1CN(C)Cc1ccncc1
  BioA inh = 0.0
CC(C)NC(=O)N(C)C[C@H]1OCCCC[C@H](C)Oc2ccc(NS(=O)(=O)c3cccs3)cc2C(=O)N([C@H](C)CO)C[C@@H]1C
  BioA inh = -1.8
O=C(N[C@H]1CC[C@@H](CCNS(=O)(=O)c2cccc(Cl)c2)O[C@@H]1CO)c1ccc(F)cc1
  BioA inh = 0.8
CCCNC(=O)N(C)C[C@H]1Oc2cc(C#C[C@@H](C)O)ccc2S(=O)(=O)N([C@H](C)CO)C[C@H]1C
  BioA inh = -2.4
C[C@H](CO)N1C[C@H](C)[C@H](CN(C)C(=O)Nc2ccc(C(F)(F)F)cc2)Oc2ccc(NC(=O)Nc3ccc4c(c3)OCO4)cc2CC1=O
  BioA inh = -1.5
CCCN1C[C@H](C)[C@@H](OC)CN(C)C(=O)c2cc(NC(=O)Nc3ccccc3F)ccc2OC[C@@H]1C
  BioA inh = -3.3
C[C@@H]1CN([C@H](C)CO)C(=O)c2cccc(NC(=O)Nc3ccccc3)c2O[C@H]1CN(C)S(=O)(=O)c1ccc(F)cc1
  BioA inh = 0.1
CO[C@@H](CN(C)Cc1cc(F)ccc1F)[C@@H](C)CN([C@H](C)CO)S(=O)(=O)c1ccc(Cl)cc1
  BioA inh = 4.1
COCC(=O)N1[C@@H](CO)[C@@H]2c3ccccc3NC[C@@H]21
  BioA inh = -1.4

C[C@H]1CN([C@@H](C)CO)C(=O)c2cc(C#CC3CCCC3)cnc2O[C@@H]1CN(C)Cc1ccncc1
  BioA inh = -0.6
O=C(C[C@H]1CC[C@H](NC(=O)c2ccncc2)[C@H](CO)O1)Nc1ccccc1
  BioA inh = 3.4
COc1cccc(CN2CCCCN3[C@H](CO)[C@@H](c4ccc(C#Cc5cccnc5)cc4)[C@@H]3C2)c1
  BioA inh = 3.5
CCS(=O)(=O)Nc1ccc2c(c1)C(=O)N(C)C[C@H](OC)[C@H](C)CN(C(=O)C1CC1)[C@@H](C)CO2
  BioA inh = 0.2
O=C(C[C@@H]1C=C[C@H](NC(=O)Cc2cccnc2)[C@@H](CO)O1)Nc1ccccc1
  BioA inh = -1.5
O=C(NCc1ccc(Cl)cc1)C1=C[C@H](c2coc3ccccc3c2=O)C[C@H](OCCCCO)O1
  BioA inh = -5.6
C[C@H]1CN([C@@H](C)CO)C(=O)Cc2cc(NS(=O)(=O)c3ccc(Cl)cc3)ccc2O[C@@H]1CN(C)Cc1ccc(Cl)c(Cl)c1
  BioA inh = -1.9
CO[C@H]1CN(C)C(=O)c2cc(NC(=O)c3ccccc3F)ccc2OC[C@H](C)N(C(=O)c2ccccc2F)C[C@H]1C
  BioA inh = -0.4
C[C@H](CO)N1C[C@H](C)[C@H](CN(C)CC2CCCCC2)Oc2ccc(NC(=O)NC3CCCCC3)cc2CC1=O
  BioA inh = 2.2
C[C@@H]1CN([C@@H](C)CO)C(=O)c2ccccc2-c2ccccc2CO[C@@H]1CN(C)C(=O)N[C@H](C)c1ccccc1
  BioA inh = 0.2

C[C@H](CO)N1C[C@H](C)[C@H](CN(C)Cc2ccccc2)Oc2c(NS(=O)(=O)c3cccs3)cccc2C1=O
  BioA inh = 0.9
C[C@H]1CN([C@@H](C)CO)C(=O)c2cc(NC(=O)CCC(F)(F)F)ccc2O[C@H]1CN(C)Cc1ccc(Oc2ccccc2)cc1
  BioA inh = -3.0
O=C(C[C@@H]1CC[C@H]2[C@@H](COC[C@H](O)CN2C(=O)c2ccccc2F)O1)NCc1ccc(F)cc1
  BioA inh = -1.0
C[C@@H]1CCCCO[C@H](CN(C)C(=O)Nc2ccc(C(F)(F)F)cc2)[C@@H](C)CN([C@H](C)CO)C(=O)c2cc(NS(=O)(=O)c3ccccc3)ccc2O1
  BioA inh = -1.0
Cc1ccccc1S(=O)(=O)N1C[C@H](O)COC[C@H]2O[C@@H](CC(=O)N3CCOCC3)CC[C@@H]21
  BioA inh = -2.3
C[C@@H]1CCCCO[C@H](CN(C)C(=O)Nc2ccccc2)[C@H](C)CN([C@@H](C)CO)C(=O)c2cc(N(C)C)ccc2O1
  BioA inh = -1.6
O=C(Cc1ccncc1)N[C@@H]1CC[C@H](CCn2cc(-c3ccccc3F)nn2)O[C@H]1CO
  BioA inh = 3.1
C[C@@H]1CN([C@@H](C)CO)C(=O)c2cccc(NC(=O)c3ccc(-c4nccs4)cc3)c2O[C@@H]1CN(C)Cc1ccc2c(c1)OCO2
  BioA inh = -1.1
CN1C(=O)c2cc(NC(=O)c3ccc(F)cc3)ccc2OC[C@@H]2O[C@H](CC(=O)O)CC[C@@H]21
  BioA inh = 0.2
C[C@H]1CN([C@@H](C)CO)C(=O)c2cc(C#Cc3ccncc3)cnc2O[C@@H]1CN(C)Cc1ccncc1
  BioA inh = -1.3

O=C(C[C@@H]1CC[C@@H]2[C@H](COC[C@@H](O)CN2C(=O)Nc2cccc(F)c2)O1)NCc1ccccc1Cl
  BioA inh = 3.9
C[C@H]1CN([C@@H](C)CO)C(=O)c2cccc(NC(=O)Nc3ccccc3)c2O[C@@H]1CN(C)Cc1ccc2c(c1)OCO2
  BioA inh = 2.1
C[C@H](CO)N1C[C@H](C)[C@@H](CN(C)S(=O)(=O)c2cccs2)OCCCC[C@H](C)Oc2ccc(NC(=O)NC3CCCCC3)cc2C1=O
  BioA inh = -4.1
C[C@@H]1CN([C@H](C)CO)C(=O)c2cc(C#Cc3ccccc3)cnc2O[C@@H]1CN(C)C(=O)CCN1CCCCC1
  BioA inh = -0.5
C[C@H]1CCCCO[C@H](CN(C)Cc2ccncc2)[C@@H](C)CN([C@@H](C)CO)C(=O)c2cc(NS(=O)(=O)c3cn(C)cn3)ccc2O1
  BioA inh = -1.5
CCCNC(=O)N1C[C@@H](O)COC[C@@H]2O[C@H](CC(=O)N3CCCCC3)CC[C@H]21
  BioA inh = -1.7
CC(C)NC(=O)Nc1ccc2c(c1)CC(=O)N([C@H](C)CO)C[C@@H](C)[C@H](CN(C)Cc1ccccc1)O2
  BioA inh = -0.2
CO[C@@H]1CN(C)C(=O)c2cc(NC(=O)c3cnccn3)ccc2OC[C@H](C)N(CCc2ccccc2)C[C@@H]1C
  BioA inh = 4.2
C[C@@H]1CCCCO[C@H](CN(C)C(=O)C2CCCCC2)[C@H](C)CN([C@H](C)CO)C(=O)c2cc(NC(=O)c3ccccc3)ccc2O1
  BioA inh = -4.8
C[C@@H]1CCCCO[C@H](CN(C)C(=O)Nc2ccc(C(F)(F)F)cc2)[C@H](C)CN([C@H](C)CO)C(=O)c2cc(NC(=O)C3CCCCC3)ccc2O1
  BioA inh = 0.9

CCCNC(=O)N1C[C@H]2[C@@H](c3ccccc31)[C@H](CO)N2C(=O)Nc1ccc(F)cc1
  BioA inh = -4.1
O=C(C[C@H]1C[C@@H]2c3cc(NC(=O)CC4CC4)ccc3O[C@@H]2[C@@H](CO)O1)NCc1ccccc1
  BioA inh = -1.2
O=C(C[C@@H]1CC[C@H](NC(=O)Cc2cccnc2)[C@H](CO)O1)NCc1ccc2c(c1)OCO2
  BioA inh = 2.2
CCC(=O)N1C[C@@H](C)[C@H](OC)CN(C)C(=O)c2cc(NS(C)(=O)=O)ccc2OC[C@@H]1C
  BioA inh = -2.0
C[C@@H]1CCCCO[C@@H](CN(C)C(=O)Nc2ccccc2)[C@@H](C)CN([C@H](C)CO)C(=O)c2cc(NC(=O)Cc3ccccc3)ccc2O1
  BioA inh = -0.7
CNC[C@@H]1Oc2ncc(C#CC3CCCCC3)cc2C(=O)N([C@H](C)CO)C[C@@H]1C
  BioA inh = -1.6
COc1cccc(C(=O)Nc2ccc3c(c2)C(=O)N(C)[C@@H]2CC[C@@H](CC(=O)N[C@@H](C)c4ccccc4)O[C@H]2CO3)c1
  BioA inh = -0.3
O=C(C[C@@H]1C[C@H]2c3cc(NC(=O)Cc4ccncc4)ccc3O[C@H]2[C@@H](CO)O1)NCc1ccc2c(c1)OCO2
  BioA inh = 0.6
COc1ccc(S(=O)(=O)N[C@H]2CC[C@@H](CCNC(=O)c3ccccc3F)O[C@@H]2CO)cc1
  BioA inh = -2.1
COc1cccc(C#Cc2cnc3c(c2)C(=O)N([C@H](C)CO)C[C@@H](C)[C@H](CN(C)C(=O)C2CCC2)O3)c1
  BioA inh = -1.0

Some values from the results shown.
`COc1cccc(C#Cc2cnc3c(c2)C(=O)N([C@H](C)CO)C[C@@H](C)[C@H](CN(C)C(=O)C2CCC2)O3)c1` | BioA inh = -1.0
`COc1cccc(C(=O)Nc2ccc3c(c2)C(=O)N(C)[C@@H]2CC[C@@H](CC(=O)N[C@@H](C)c4ccccc4)O[C@H]2CO3)c1` | BioA inh = -0.3
`COc1ccc(S(=O)(=O)N[C@H]2CC[C@@H](CCNC(=O)c3ccccc3F)O[C@@H]2CO)cc1` | BioA inh = -2.1
`CCCNC(=O)N1C[C@H]2[C@@H](c3ccccc31)[C@H](CO)N2C(=O)Nc1ccc(F)cc1` | BioA inh = -4.1

Reprinted at random: 2 entries already listed, in no set order.
C[C@@H]1CCCCO[C@H](CN(C)C(=O)C2CCCCC2)[C@H](C)CN([C@H](C)CO)C(=O)c2cc(NC(=O)c3ccccc3)ccc2O1
  BioA inh = -4.8
C[C@@H]1CCCCO[C@H](CN(C)CC2CC2)[C@H](C)CN([C@H](C)CO)C(=O)c2cc(NC(=O)c3ccncc3)ccc2O1
  BioA inh = -1.6

The list goes on:
CN1C(=O)c2cc(NC(=O)c3cccs3)ccc2OC[C@@H]2O[C@@H](CC(=O)N3CCOCC3)CC[C@H]21
  BioA inh = 4.1
C[C@@H]1CN([C@H](C)CO)S(=O)(=O)c2ccc(C#CC(C)(C)O)cc2O[C@@H]1CN(C)C(=O)CN(C)C
  BioA inh = -1.4
CN(C)C(=O)c1ccc(-c2ccc3c(c2)[C@@H]2[C@@H](CCN2C(=O)C2CC2)[C@@H](CO)N3C)cc1
  BioA inh = 3.4
C/C=C/c1ccc([C@H]2[C@@H](CO)N(C(=O)COC)[C@H]2CNC(=O)CC)cc1
  BioA inh = -3.2
O=C([C@H]1[C@H](CO)[C@H]2Cn3c(ccc(C4=CCCCC4)c3=O)[C@@H]1N2Cc1nccs1)N1CCCCC1
  BioA inh = 3.9
COc1ccc(S(=O)(=O)Nc2ccc3c(c2)C(=O)N([C@@H](C)CO)C[C@@H](C)[C@@H](CN(C)Cc2ccc(-c4ccccc4)cc2)O3)cc1
  BioA inh = -2.7
N#C[C@H]1[C@H](c2ccc(C#Cc3ccc(F)cc3)cc2)[C@H](CO)N1C(=O)C1CCCC1
  BioA inh = -1.3
COc1cccc(-c2ccc([C@H]3[C@@H](CO)N4CCCCN(C(=O)NC(C)C)C[C@@H]34)cc2)c1
  BioA inh = 3.3
C[C@@H]1CCCCO[C@@H](CN(C)C(=O)Nc2ccccc2)[C@@H](C)CN([C@@H](C)CO)C(=O)c2cc(NC(=O)NC3CCCCC3)ccc2O1
  BioA inh = -2.4
C[C@H]1CN([C@@H](C)CO)C(=O)c2cc(NC(=O)C3CCCCC3)ccc2O[C@H]1CN(C)CC1CC1
  BioA inh = -1.8
